High-throughput results (PubChem BioAssay)
Casp1 inh: qHTS Assay for Allosteric/Competitive Inhibitors of Caspase-1; P29466; Caspase-1 enzyme, Ac-WEHD-AFC fluorogenic rate; Potency, µM (titrated, usually from 57.5 µM), for the others: at the highest dose activity change, negative = inhibition, usual class: inhibitors; 0.03% of 75,000 active; AID 900, 2007;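 note: potency is the fitted concentration of half-maximal effect; plate controls were vehicle for no effect and no substrate for full effect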
HEK293 cAMP cs: qHTS Assay for Agonists of the Thyroid Stimulating Hormone Receptor: Activators of Intracellular cAMP Concentrations in Parental HEK 293 | parental HEK293 CNG cAMP sensor, membrane potential fluorescence | Potency, µM (top dose mostly 57.1 µM), for inactives: at the highest dose activation, most hits filed as activators | 2.5% of 73,000 active | AID 938, 2007; note: potency is the fitted concentration of half-maximal effect; % of control where 0% means no effect; nearly all actives have a fitted effect of over 55% in size
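Parental HEK 293 cells stably expressing a modified CNG channel (no TSHR) report cAMP rise as membrane depolarization. Membrane potential dye with 100 uM RO 20-1724 was loaded for 60 min at room temperature, then compound added for 30 min; fluorescence read at 590 nm.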
BRCT PPI red: qHTS Assay for Inhibitors of BRCT-Phosphoprotein Interaction (Red Fluorophore); Breast cancer type 1 susceptibility protein (Homo sapiens), P38398; BRCT-phosphopeptide binding, red fluorescence polarization; Potency, µM (top dose mostly 76.9 µM), inactives show at the highest dose activity change, negative = inhibition, usual class: inhibitors; 0.03% of 75,000 active; AID 892, 2007; note: % is set by controls: 0 for no effect and ±100 for the full control effect
Target sequence (P38398 whole entry, looked up): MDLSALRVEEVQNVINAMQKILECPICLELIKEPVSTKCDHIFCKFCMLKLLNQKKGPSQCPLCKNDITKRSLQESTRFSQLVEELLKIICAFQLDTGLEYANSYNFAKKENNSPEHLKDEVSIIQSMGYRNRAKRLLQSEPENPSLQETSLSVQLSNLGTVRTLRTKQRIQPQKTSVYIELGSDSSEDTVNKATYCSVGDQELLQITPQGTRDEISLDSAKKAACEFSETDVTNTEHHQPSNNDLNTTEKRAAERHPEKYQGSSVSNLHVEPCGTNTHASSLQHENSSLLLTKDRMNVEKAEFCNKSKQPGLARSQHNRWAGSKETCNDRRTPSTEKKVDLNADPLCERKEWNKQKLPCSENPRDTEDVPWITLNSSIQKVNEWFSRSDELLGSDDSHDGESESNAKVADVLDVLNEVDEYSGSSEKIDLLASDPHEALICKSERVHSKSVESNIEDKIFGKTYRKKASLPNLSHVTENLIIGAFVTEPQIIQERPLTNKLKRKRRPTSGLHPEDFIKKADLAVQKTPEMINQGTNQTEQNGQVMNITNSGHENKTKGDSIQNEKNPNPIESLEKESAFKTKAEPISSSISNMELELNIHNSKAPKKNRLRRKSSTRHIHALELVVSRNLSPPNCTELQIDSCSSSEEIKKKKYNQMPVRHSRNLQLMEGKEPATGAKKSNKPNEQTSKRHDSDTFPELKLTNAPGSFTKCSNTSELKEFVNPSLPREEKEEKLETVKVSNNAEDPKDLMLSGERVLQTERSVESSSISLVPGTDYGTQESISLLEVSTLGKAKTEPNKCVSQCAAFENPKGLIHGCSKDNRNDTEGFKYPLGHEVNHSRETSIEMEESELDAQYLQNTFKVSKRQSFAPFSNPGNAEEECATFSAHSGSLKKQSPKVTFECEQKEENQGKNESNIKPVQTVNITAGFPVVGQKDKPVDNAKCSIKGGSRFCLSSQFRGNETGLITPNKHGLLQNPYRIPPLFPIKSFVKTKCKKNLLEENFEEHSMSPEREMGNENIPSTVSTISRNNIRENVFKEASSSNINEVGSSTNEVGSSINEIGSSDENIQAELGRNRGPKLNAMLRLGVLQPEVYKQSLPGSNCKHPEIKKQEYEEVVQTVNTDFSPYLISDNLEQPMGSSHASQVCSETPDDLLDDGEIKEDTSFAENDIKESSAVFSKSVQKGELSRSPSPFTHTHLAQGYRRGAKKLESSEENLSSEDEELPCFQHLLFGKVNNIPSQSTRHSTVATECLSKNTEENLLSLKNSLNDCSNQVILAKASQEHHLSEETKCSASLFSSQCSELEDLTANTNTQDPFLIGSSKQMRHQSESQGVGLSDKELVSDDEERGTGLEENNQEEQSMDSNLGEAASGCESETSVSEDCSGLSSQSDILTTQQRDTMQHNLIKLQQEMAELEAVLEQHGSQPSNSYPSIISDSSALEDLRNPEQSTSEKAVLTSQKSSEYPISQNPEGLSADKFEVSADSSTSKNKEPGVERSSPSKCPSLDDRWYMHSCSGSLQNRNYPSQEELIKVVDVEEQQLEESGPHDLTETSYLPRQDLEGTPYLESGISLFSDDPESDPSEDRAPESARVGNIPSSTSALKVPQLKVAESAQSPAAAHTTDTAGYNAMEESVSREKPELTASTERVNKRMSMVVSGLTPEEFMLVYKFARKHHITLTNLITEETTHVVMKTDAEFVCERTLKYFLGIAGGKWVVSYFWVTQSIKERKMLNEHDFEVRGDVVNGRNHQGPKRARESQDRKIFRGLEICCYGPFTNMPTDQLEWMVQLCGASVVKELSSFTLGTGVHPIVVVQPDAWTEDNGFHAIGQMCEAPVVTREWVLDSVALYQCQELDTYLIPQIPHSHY
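Rhodamine-labelled pBACH1 10-mer (100 nM) bound to BRCT domain (100 nM) at pH 7.3; compounds incubated 12 min room temperature, polarization read. Free peptide defines full inhibition; unlabelled decapeptide titrated as control.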
ERK AVP block: qHTS Assay for Inhibitors of the ERK Signaling Pathway using a Homogeneous Screening Assay; HEK293-V1b, vasopressin-stimulated pERK AlphaScreen; Potency, µM (top dose mostly 57.5 µM), for inactives: at the highest dose activity, negative = inhibition, most hits filed as inhibitors; 0.99% of 72,000 active; AID 995, 2007; note: potency is the fitted concentration of half-maximal effect; % is set by controls: 0 for no effect and ±100 for the full control effect; nearly all actives have a fitted effect of over 55% in size
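V1b-HEK293 cells; cpd 30 min 37C; 25 nM vasopressin 5 min; lyse 10 min; AlphaScreen beads 5 hr RT. Normalized to DMSO basal and 25 nM vasopressin; AC50 by Hill fit.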
BRCT inh green: qHTS Assay for Inhibitors of BRCT-Phosphoprotein Interaction (Green Fluorophore); Breast cancer type 1 susceptibility protein (Homo sapiens), P38398; BRCA1 BRCT-phosphopeptide binding, green fluorescence polarization; Potency, µM (highest dose often 76.9 µM), without a hit: top-dose activity change, negative = inhibition, usual class: inhibitors; 0.05% of 75,000 active; AID 875, 2007;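 note: potency is the fitted concentration of half-maximal effect; plate controls were peptide without protein for full effect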
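Compounds were incubated for 12 min at room temperature with a complex of 100 nM fluorescein-tagged pBACH1 decapeptide and 250 nM His-tagged BRCT protein. Buffer was phosphate pH 7.3 with EDTA, DTT and Tween 20. Disruption of binding lowers the polarization signal.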
CRE Fsk mod: Cell signaling CRE-BLA (Fsk stim); CHO CRE-bla reporter (cAMP response element driving beta-lactamase), forskolin EC10, beta-lactamase ratio; 2.5% of 71,000 active; Potency, µM (series often up to 38.2 µM), inactives show top-dose activity change, negative = inhibition, usual class: activators; active = well fitted activation curve with a large enough effect in the signal ratio, with a control signal flat, not every such curve was filed as active; inconclusive = small, poorly fitted or top-dose-only effect, or effect the other way, or a change in a side signal; the % refers to the signal ratio; note: potency is the fitted concentration of half-maximal effect; % of control where 0% means no effect
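Beta-lactamase reporter under a cAMP responsive element in CHO cells; compounds tested in titration series against EC10 NKH 477, 3 h at 37 °C. Read-out: CCF4 FRET ratio 460nm/530nm (excitation 405nm) giving %Activity, fitted to AC50.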
USP2a inhib: qHTS Assay for Inhibitors of Ubiquitin-specific Protease USP2a | Ubiquitin carboxyl-terminal hydrolase 2 (Homo sapiens), O75604 | USP2a enzymatic assay, qHTS inhibition | Potency, µM (titrated, usually from 38.3 µM), inactives show at the top dose activity change, negative = inhibition, actives largely listed as inhibitors | 0.1% of 60,000 active;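 note: potency is the fitted concentration of half-maximal effect; nearly all actives have a fitted effect of over 60% in size; plate controls were DMSO for no effect and NEM full inhibition control for full effect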
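20 nM USP2 core + cpd, 30 min RT; add 20 nM Ub-PLA2/20 uM NBD C6-HPC; read Ex460/Em535 at 0 h and 2.5 h. Normalized to NEM; qHTS curve fit/classification.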
Luciferase inh: qHTS Assay for Inhibitors of Firefly Luciferase; Potency, µM (titrated, usually from 57.1 µM), without a hit: at the top dose activity change, negative = inhibition, most hits filed as inhibitors; AID 411, 2009; purified firefly luciferase, luminescence, 8 min; Luciferin 4-monooxygenase (Photinus pyralis), P08659; 2.2% of 72,000 active; note: potency is the fitted concentration of half-maximal effect; % is set by controls: 0 for no effect and ±100 for the full control effect; nearly all actives have a fitted effect of over 40% in size
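Here, luciferase activity is measured as luminescence following an 8 min room-temperature reaction at 10 uM ATP, pH 7.2. Every library sample is titrated.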
Casp7 inh: qHTS Assay for Allosteric/Competitive Inhibitors of Caspase-7 | recombinant caspase-7, Ac-DEVD-AFC fluorescence rate | Potency, µM (doses to about 57.5 µM), for inactives: at the top dose activity change, negative = inhibition, actives largely listed as inhibitors | 0.02% of 75,000 active | AID 889, 2007; active = well fitted inhibition curve with a large enough effect in the main read-out, with a control signal flat, not every such curve was filed as active; inconclusive = small, poorly fitted or top-dose-only effect, or a change in a side signal; note: potency is the fitted concentration of half-maximal effect; % of control where 0% means no effect
A350 autofl: qHTS Assay for Spectroscopic Profiling in A350 Spectral Region | max dye-equivalent concentration, M | AID 590, 2007 | Compound autofluorescence, 340/450 nm, Alexa 350 dye-equivalents; active compounds read high | 11% of 59,000 active; in the data active = max dye-equivalent concentration above about 10 nM; inconclusive = mostly about 1.1 nM to 9.6 nM
Tau filament bind: qHTS Assay for Tau Filament Binding; 2% of 71,000 active; Potency, µM (series often up to 57.1 µM), without a hit: at the highest dose activity change, negative = inhibition; recombinant tau filaments, thioflavin S fluorescence, 15 h; filaments grown with octadecylsulfate alongside compound;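 note: potency is the fitted concentration of half-maximal effect; % is set by controls: 0 for no effect and ±100 for the full control effect; actives lower thioflavin S fluorescence by blocking filaments or displacing dye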
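ThS-based fibril read: tau 1 uM final, inducer ODS 30 uM final, 37 C for 15 h, ex 450/em 510 nm.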
* hit, by the source's call; i = inactive; ? = inconclusive; nt = not tested or not shown; & = joins results of further samples; [ ] = dose if it differs, or a comment. Unless noted, calls come from the whole dose curve; as a rule, active = well fitted curve in the direction sought with a large enough effect; inconclusive = small, poorly fitted or top-dose-only effect, or another doubt; inactive = no such curve, though single readings can be large; an effect the other way counts as inactive or inconclusive.

SMILES	Casp1 inh	HEK293 cAMP cs	BRCT PPI red	ERK AVP block	BRCT inh green	CRE Fsk mod	USP2a inhib	Luciferase inh	Casp7 inh	A350 autofl	Tau filament bind
Cc1cccc(NC(=O)C2c3ccccc3C(=O)N3CCc4ccccc4C23)n1 (stereo unspecified)	1.5%	29.8%	0.3%	?	1.9%	?	18.8%	4.7%	0.3%	i	0.7%
O=C1OC(=O)C2C3CCC(O3)C12 (stereo unspecified)	-1.2%&2.6%	nt	0.4%&0.3%	3.8%&4.1%	-2.3%&-3.0%	nt	-6.5%	nt	-1.1%&0.4%	nt	nt
O=c1cc(CO)occ1O	0.8%	-4.3%	0.2%	-1.3%	-3.7%	?	nt	1.6%[11.4 µM]	0.4%	i	-24.5%
O=C1NCC(O)=C1C=NC12CC3CC(CC(C3)C1)C2	-1.1%	4.3%	0.5%	-10.0%	-0.1%	2.8%	1.7%	-0.8%	-2.1%	i	-11.8%
CCOC(=O)CN(C(=O)CSc1nnc(CNc2ccc(C)cc2C)n1CC)c1ccccc1	0.0%	24.0%	-1.1%	-6.7%	-1.1%	-7.0%	75.2%[activator]	1.0%	-1.8%	i	-10.0%
CC(=O)c1c(N2CCN(Cc3ccccc3)CC2)[nH]c(-c2ccccc2)nc1=S	-2.8%	?	0.6%	?	2.0%	?	45.5%[activator][7.66 µM]	0.3%	-3.5%	nt	?
CC(=O)Nc1nc(C(=O)Nc2c(C)n[nH]c2C)cs1	2.0%	-4.5%	0.3%	-7.9%	-2.3%	0.4%	-7.3%	-0.3%	1.8%	i	-2.9%
COc1ccc(Cn2c(C3CC3)nc3ccc(NC(C)=O)cc3c2=O)cc1	2.1%	15.6%	1.3%	0.1%	1.4%	?	19.6%	20µM*	1.0%	i	224.4%
Cc1ccc(S(=O)(=O)NC(C)C(=O)Nc2ccccc2C(=O)N2CCCC2)cc1 (stereo unspecified)	1.1%	-9.2%	-1.5%	8.1%	-0.9%	22.9%	1.5%	-1.5%	0.3%	i	3.1%
Cc1cc(C(=O)CSc2nnc(NCc3ccccc3)s2)c(C)n1C	-0.8%	28.7%	0.1%	-23.4%	2.0%	-5.2%	16.5%	-6.7%	0.0%	i	15.6%
O=C(CSc1ccc2nnc(-c3ccc(F)cc3)n2n1)N1CCCCC1	1.4%	-3.4%	1.1%	8.3%	-0.5%	1.2%	0.3%	0.7%	0.5%	?	-5.2%
CCCNC(=O)OC[C@@H]1O[C@H](CCO/N=C\C[C@H]2C=C[C@H](OC(C)=O)[C@@H](COC(C)=O)O2)C=C[C@@H]1Oc1ccc(OC)cc1	-3.1%[11.5 µM]	6.1%[11.4 µM]	1.2%[15.4 µM]	-1.0%[11.5 µM]	0.5%[15.4 µM]	nt	nt	1.2%[11.4 µM]	1.3%[11.5 µM]	nt	nt
Cc1cc2n(n1)C(c1ccco1)Nc1ccccc1-2 (stereo unspecified)	-2.8%	6.2%	-3.6%	13.0%	1.8%	3.16µM*	18.3%	-21.2%	-3.9%	2.4e-08M*	23.2%
COc1ccc(Oc2ncc3nc(CCc4ccccc4)c(=O)n(C4CC4)c3n2)cc1	-6.6%	?	0.3%	8.5%	2.0%	4.3%	35.1%[activator]	1.2%[11.4 µM]	-5.5%	i	-8.4%
Cc1nn(CC(=O)N2CCN(Cc3ccccc3)CC2)c(=O)c2ccccc12	-1.1%	0.3%	-0.4%	-3.3%	0.4%	7.7%	6.4%	0.3%	-3.8%	i	-3.3%
CN(C)c1ccc(-c2noc(C3CCN(S(=O)(=O)c4cccc(Cl)c4)CC3)n2)cc1	1.0%	-3.7%	-0.6%	-0.6%	-1.4%	-13.8%	20.6%	-2.8%	-1.5%	i	-10.0%
COc1ccc(C2C(C(=O)N3CCCCC3)CCC(=O)N2c2cc(OC)c(OC)c(OC)c2)cc1 (stereo unspecified)	-0.7%	-1.4%	-0.4%	-19.3%	-1.4%	-3.5%	7.6%	0.3%	0.0%	i	-15.2%
Cc1csc(NC(=O)CSc2nnc(C)n2Cc2ccco2)n1	0.6%	4.2%	0.4%	-16.4%	1.5%	4.1%	2.7%	0.5%	-0.4%	?	1.5%
Cc1cc(=O)[nH]c(SCC(=O)Nc2ccc(S(=O)(=O)N3CCCCC3)cc2)n1	-0.8%	21.2%	-2.1%	-14.9%	6.9%	-10.6%	6.0%	-1.5%	1.9%	i	4.9%
O=C(CN1CCN(c2ncc(C(F)(F)F)cc2Cl)CC1)Nc1ccc2c(c1)OCO2	-2.8%	?	0.6%	-10.7%	0.1%	1.0%	3.8%	5.6%	-2.5%	i	-0.1%
CCOC(=O)COc1ccc(S(=O)(=O)Nc2ccc3c(c2)OCO3)cc1	-4.3%	4.2%	-0.3%	-12.9%	-2.2%	-1.1%	6.3%	1.9%	-2.3%	i	-15.1%
COc1ccc(-c2noc(COc3ccc4c(c3)OCO4)n2)cc1OC	-1.5%	?	-0.1%	?	0.5%	?	-3.4%	0.5%	-1.8%	i	234.5%
Nc1c(C(=O)NC2CCCCC2)nsc1C(=O)OCC(=O)NC1CCCCC1	-3.5%	?	-0.7%	25.6%	-2.2%	?	18.5%	0.6%	-1.7%	1.31e-07M*	-24.2%
CCc1ccc(N/C(SC)=C(/C#N)C(N)=O)cc1	0.4%	24.0%	-0.3%	-17.8%	-0.5%	0.7%	0.9%	-2.8%	-0.8%	?	-2.9%
CCC(C)(C(=O)NC1CCCCC1)N(Cc1ccco1)C(=O)c1ccc2c(c1)OCO2 (stereo unspecified)	0.6%	7.94µM*	-2.0%	-16.4%	0.2%	-6.4%	9.3%	1.7%	-0.4%	i	10.0%
CC1CCN(S(=O)(=O)c2ccc3[nH]c(=O)cc(C(=O)O)c3c2)CC1	-0.1%	5.6%	-1.4%	4.0%	-0.9%	9.6%	-7.0%	2.1%	1.3%	?	5.4%
O=C(CCCN1C(=O)CCC1=O)Nc1ccc(Cl)c(C(F)(F)F)c1	-0.8%	-0.3%	-2.0%	2.7%	-1.5%	-0.9%	7.4%	3.1%	0.0%	i	56.4%
CC(C)n1cnc2cc(NCc3nc4ccccc4n3C)ccc21	-3.7%	-14.9%	-0.5%	-17.3%	-1.7%	?	3.5%	12.6µM*	-1.2%	i	14.8%
CC(C)CN1CCCC2(CCN(C(=O)c3cccc(F)c3)CC2)C1	-4.7%	?	-0.9%	12.3%	-1.0%	-16.2%	46.0%[activator]	2.7%[11.4 µM]	-0.9%	i	33.3%
Cc1coc2c(C)c3oc(=O)c4c(c3cc12)CCC4	-4.5%	36.8%	-0.4%	?	-0.4%	?	9.7%	1.6%	-5.7%	4.09e-08M*	40.4%
Cc1ccc(N2CC(C(=O)Nc3nnc(C)s3)CC2=O)cc1 (stereo unspecified)	-1.5%	1.2%	0.7%	7.5%	-0.3%	?	11.5%	-3.0%	-1.2%	i	-0.1%
Cc1ccc(N2C(=O)c3n[nH]c(C)c3C2c2cccnc2)cc1 (stereo unspecified)	1.1%	4.2%	1.6%	-0.9%	-1.2%	0.8%	-4.7%	-3.3%	-0.1%	i	-7.7%
CC1(C)Cc2cccc(OCC(=O)Nc3ccccc3N3CCOCC3)c2O1	-0.7%	20µM*	1.5%	4.8%	-3.8%	?	1.9%	0.6%	-1.2%	i	235.0%
C/C(Cl)=C\Cn1c(Nc2ccccc2)nc2c1c(=O)n(C)c(=O)n2C	-1.6%	?	-2.2%	-17.7%	-4.4%	?	10.9%	2.2%	1.0%	i	4.9%
Cc1cc(-c2nnc3sc(-c4ccc(Cl)cc4Cl)nn23)n[nH]1	-0.8%	11.3%	-1.1%	4.3%	-0.2%	20.9%	1.3%	2.8%	1.7%	i	-5.9%
CCCCSCc1[nH]c(=O)[nH]c1C(=O)CCCCC(=O)OCC	-2.8%	-2.0%	-0.8%	-26.4%	-1.3%	13.8%	2.8%	-1.0%	0.5%	nt	5.3%
COCc1nnc(SCC(=O)NC(C)c2ccccc2)n1-c1ccccc1 (stereo unspecified)	-0.2%	-2.7%	-0.9%	-3.6%	-1.0%	-0.3%	11.8%	-0.8%	1.2%	?	0.8%
CC(C)CCn1c(CN2CCN(C(=O)c3ccco3)CC2)nc2c1c(=O)n(C)c(=O)n2C	-2.4%	26.1%	0.2%	nt	-2.3%	?	nt	-5.0%	-5.7%	nt	0.2%
O=S(=O)(O)c1cc(O)c2c(O)c(N=Nc3cccc4ccccc34)c(S(=O)(=O)O)cc2c1	2.1%[11.5 µM]	-5.1%[11.4 µM]	-2.0%[15.4 µM]	?	-1.2%[15.4 µM]	-14.2%[7.6 µM]	nt	-25.0%[11.4 µM]	-5.2%[11.5 µM]	1.47e-08M*	?
